# WRN helicase inh: WRN helicase (human) inhibition; Q14191; AID 651768; WRN helicase unwinding, fluorescent forked duplex, kinetic; Potency, µM (highest dose often 114 µM), inactives show top-dose activity change, negative = inhibition, hits mostly inhibitors; hit rate 0.46% among 360,000; note: potency is the fitted concentration of half-maximal effect; % is set by controls: 0 for no effect and ±100 for the full control effect; nearly all actives have a fitted effect of over 55% in size
#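 Enzyme (20 nM final) and test compound sit together 15 min at room temperature before substrate addition. Substrate is a single-forked duplex oligonucleotide (100 nM) labelled with fluorophore and quencher, with 2 mM ATP; helicase unwinding raises red fluorescence, read kinetically.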
# GLP1R cytotox: cytotoxicity in counter-screen for GLP-1R inverse agonists | hit rate 0.13% among 410,000 | Potency, µM (doses to about 38.3 µM), for inactives: top-dose activity change, negative = inhibition, most hits filed as inhibitors | HEK293 cAMP-luciferase reporter cells, luminescence, 24 h;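 note: loss of luciferase light is scored as toxicity; potency is the fitted concentration of half-maximal effect; % is set by controls: 0 for no effect and ±100 for the full control effect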
#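 Quantitative HTS format, 1536 wells, 200 cells/uL seeded. Compounds: 23 nL, 24 h, 37 °C. Detection: luciferase reagent, luminescence at 12 min RT; decreased signal taken as cytotoxic.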
# DRD3 agonist: activates the human D3 dopamine receptor. P35462. D3R DiscoveRx beta-arrestin cells, luminescence, 90 min. hit rate 0.58% among 410,000. max activation, %; in the data active = max activation above about 30%; note: 0% is about no effect; mostly tested at two doses, the higher about 12 µM
# Target sequence (P35462 whole entry, looked up): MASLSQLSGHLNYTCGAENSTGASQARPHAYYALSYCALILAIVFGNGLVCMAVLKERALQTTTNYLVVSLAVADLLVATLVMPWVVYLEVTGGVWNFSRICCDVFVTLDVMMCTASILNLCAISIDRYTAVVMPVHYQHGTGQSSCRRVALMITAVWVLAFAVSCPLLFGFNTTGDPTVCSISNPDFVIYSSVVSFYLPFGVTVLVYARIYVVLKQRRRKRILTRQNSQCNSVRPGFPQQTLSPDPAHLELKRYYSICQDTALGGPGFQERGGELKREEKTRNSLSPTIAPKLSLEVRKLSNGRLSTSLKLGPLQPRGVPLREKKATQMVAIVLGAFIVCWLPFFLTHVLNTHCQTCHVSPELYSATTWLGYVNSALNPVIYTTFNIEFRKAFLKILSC
#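 Agonist-mode cell screen: cells plated at 1500/well and incubated overnight at 37 °C, then exposed to library compounds for 90 min at 37 °C. Detection reagent was added for 30–60 min at room temperature, and luminescence was read.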
# IL2 activator: IL-2 activation; AID 652025; hit rate 0.065% among 360,000; activation, % (series mostly up to about 46 µM); IL-2 activation reporter assay, cell-based qHTS; stimulated with anti-CD3/CD4/CD28 beads; in transgenic mouse T cells; in the data active = activation above about 50%; inconclusive = mostly about 30% to 49%; note: 0% is about no effect
#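 Readout is EGFP and DsRed signal by fluorescent plate cytometry after 18 h at 37 degrees C. Transgenic mouse T cells (750/well) received compound for 60 min before bead stimulation (anti-CD3, anti-CD4, anti-CD28); memory T cells served as non-tolerant control.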
# PI5P4Ka inh: PI5P4K alpha (human) kinase inhibition; P48426; PI5P4Kalpha enzyme, ADP-Glo luminescence, 60 min; hits give low values; max response, %; hit rate 1.2% among 330,000; active = max response of -50% or lower; inconclusive = between -30% and -50%; inactive = -30% or higher; note: value at the top dose of about 77 µM; % is set by controls: 0 for no effect and ±100 for the full control effect
# Target sequence (P48426 whole entry, looked up): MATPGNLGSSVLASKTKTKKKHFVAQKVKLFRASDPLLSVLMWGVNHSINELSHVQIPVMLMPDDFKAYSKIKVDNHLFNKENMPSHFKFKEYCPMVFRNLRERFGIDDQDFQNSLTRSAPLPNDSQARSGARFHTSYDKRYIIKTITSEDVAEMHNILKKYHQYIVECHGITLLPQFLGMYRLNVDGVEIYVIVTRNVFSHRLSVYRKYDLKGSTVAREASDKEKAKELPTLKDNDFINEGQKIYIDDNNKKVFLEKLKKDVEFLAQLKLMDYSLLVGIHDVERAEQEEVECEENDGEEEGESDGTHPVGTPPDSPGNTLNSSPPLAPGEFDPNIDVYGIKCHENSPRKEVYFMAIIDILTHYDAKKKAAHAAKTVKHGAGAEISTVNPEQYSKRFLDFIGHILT
#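 Reactions run in 0.038 M HEPES pH 7.4, 0.28 mM EGTA, 0.1% CHAPS and 5% DMSO, with PI5P4Kalpha, substrate, compound and 5 microM ATP final, one hour at room temperature. Readout is ADP-Glo luminescence.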
# GLP-1R agonist: activates the human GLP-1 receptor. Potency, µM (series often up to 45.6 µM), for inactives: at the top dose activation, most hits filed as activators. hit rate 0.007% among 380,000. HEK293 GLP-1R CRE-luciferase, luminescence, 4-6 h; cells express a hypersensitive GLP-1R form. P43220; note: potency is the fitted concentration of half-maximal effect; % of control where 0% means no effect
# PLK1 PBD inh: PLK1 (human) polo-box domain binding inhibition | P53350 | Plk1 PBD binding of FITC phosphopeptide, fluorescence polarization | Potency, µM, without a hit: max response, negative = inhibition, usual class: inhibitors | hit rate 2.8% among 360,000 | AID 720504; note: potency is the fitted concentration of half-maximal effect; series mostly up to about 57 µM; % is set by controls: 0 for no effect and ±100 for the full control effect; nearly all actives have a fitted effect of over 65% in size
# D3 antag: antagonists of human D3 dopamine receptor. AID 652054. P35462. hit rate 2.5% among 360,000. D3R cells, DiscoveRx beta-arrestin luminescence, antagonist mode; hits give low values. max response, negative = inhibition, %; in the data active = max response below about -50%; inconclusive = no clear call, values can overlap the other calls; note: % is set by controls: 0 for no effect and ±100 for the full control effect; mostly tested at two doses, the higher about 12 µM
#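 Cells plated overnight at 1500 cells/well, then exposed to library compounds with dopamine controls for 90 minutes at 37 degrees C. DiscoveRx reagent added for 30–60 minutes at room temperature; luminescence read, quantitative HTS format.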
# GLP-1R inv ag: inverse agonists of human GLP-1 receptor; hit rate 1.6% among 410,000; HEK293 GLP-1R CRE-luciferase, luminescence, 24 h; GLP-1R form is constitutively active; Potency, µM (top dose mostly 38.3 µM), inactives show at the top dose activity change, negative = inhibition, hits mostly inhibitors; P43220; note: potency is the fitted concentration of half-maximal effect; % is set by controls: 0 for no effect and ±100 for the full control effect; nearly all actives have a fitted effect of over 55% in size
#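 HEK293 cells stably co-expressing constitutively active GLP-1R and a cAMP-responsive luciferase reporter were seeded in DMEM with 10% Nu serum, given compounds after 12 h, and incubated 24 h at 37 deg C. Luminescence was then read.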
# * hit, by the source's call; ? = inconclusive; . = not tested or not shown; & = joins results of further samples; [ ] = remark or other dose. Unless noted, calls come from the whole dose curve; as a rule, active = well fitted curve in the direction sought with a large enough effect; inconclusive = small, poorly fitted or top-dose-only effect, or another doubt; inactive = no such curve, though single readings can be large; an effect the other way counts as inactive or inconclusive.
cpd	Structure	WRN helicase inh	GLP1R cytotox	DRD3 agonist	IL2 activator	PI5P4Ka inh
1	CCOc1cc(/C=N\Nc2nc(Nc3ccccc3)nc(N3CCOCC3)n2)ccc1OC(=O)c1ccco1	-4%	8%	-5	-0.4	3
2	C=CCN(C(=O)c1ccccn1)C(C(=O)NCc1ccccc1)c1ccccc1F (stereo not given)	3%	-20%	0	0.1	0
3	Cc1ccccc1Cn1cc(NC(=O)COc2ccccc2)cn1	-26%	1%	-4	0.2	-16
4	CC(=O)NS(=O)(=O)c1ccc(NC(=O)/C=C/c2ccccc2Cl)cc1	-16%	9%	-6	0.1	2
5	CC1CCc2cccc3c(O)cc(=O)n1c23 (stereo not given)	3%	2%	-3	0.4	2
6	CC(C)c1ccc(NC2CCCN(C(=O)c3cc(C(C)C)nc(N)n3)C2)cc1 (stereo not given)	9%	-11%	-17	-2.1	1
7	COc1ccc([N+](=O)[O-])cc1/C=N/NC(=O)Cc1ccccc1	1%	3%	-8	0.8	-11
8	Cc1ccc(/C=N/NC(=O)CC2N=C(Cc3ccccc3)NNC2=O)cc1 (stereo not given)	-15%	9%	4	-0.2	-3
9	CCOc1ccc(-n2cnnn2)cc1S(=O)(=O)NC1CC1	-7%	27%	5	3.6	.
10	Cc1ccc(-n2ncc3c(=O)n(Cc4cccnc4)cnc32)cc1	-4%	1%	1	0.4	-6
11	O=C(c1ccco1)N1CCN(C(=O)c2[nH]ncc2[N+](=O)[O-])CC1	-4%	5%	2	1.1	2
12	COC(=O)c1sc2nc3c(c(-c4cccs4)c2c1N)CCCC3	-1%	63%[activator]	13	-1.5	5

cpd	GLP-1R agonist	PLK1 PBD inh	D3 antag	GLP-1R inv ag
1	-9%	-1%	46	7.1µM*
2	21%	-3%	17	7%
3	-8%	?	?	-16%
4	2%	30µM*	-9	4%
5	0%	-5%	-14	3%
6	15%	27µM*	3	3%
7	-7%	-12%	-17	13%
8	-1%	-6%	-1	0%
9	6%	-8%	12	5%
10	0%	-3%	-1	-2%
11	1%	-5%	8	4%
12	4%	-13%	12	-10%

# Continuation:
cpd	Structure	WRN helicase inh	GLP1R cytotox	DRD3 agonist	IL2 activator	PI5P4Ka inh
13	CC(C)(C)N(Cc1ccccc1)C(=O)COC(=O)c1ccc(Br)o1	-5%	1%	0	0.7	-2
14	COCC(C)NC(=O)CSc1nc2ccccc2n1CCc1ccccc1 (stereo not given)	3%	1%	-2	0.6	-3
15	Cc1ccc(C(=O)Cc2cc3ccccc3oc2=O)c(C)c1	-3%	1%	-4	0.0	0
16	COc1cc(-c2cc(C(=O)O)c3cc4c(cc3n2)OCCO4)cc(OC)c1OC	-12%	1%	10	-0.3	.
17	CCOC(=O)c1nnn(-c2nonc2N)c1CNc1ccccc1	14%	-13%	-1	-2.8	0
18	CN(C)C1=NCCN1CCc1ccc(F)cc1	10%	-3%	1	0.0	-9
19	COc1ccc(/C=N/NC(=O)CCC(=O)Nc2ccc(F)cc2)c(OC)c1	6%	-1%	-9	-0.2	6
20	O=C(Nc1ccc2ccccc2n1)c1ccccc1	6%	-5%	3	-2.2	1
21	COc1ccc(C(C)NC(=O)c2ccc([N+](=O)[O-])cc2)cc1OC (stereo not given)	-3%	-3%	-16	2.5	-4
22	O=C(CSc1nc(=O)n(CCCN2CCOCC2)c2c1CCCC2)Nc1ccc(F)cc1F	-3%	-3%	1	2.3	1
23	CCC(CC)C(=O)c1c[nH]c(C(=O)NCCOC)c1	3%	5%	10	-4.5	-10
24	CCOC(=O)c1c(NC(=O)CSc2ncn[nH]2)sc(C(=O)NC)c1C	0%	-2%	3	-3.6	1

cpd	GLP-1R agonist	PLK1 PBD inh	D3 antag	GLP-1R inv ag
13	-8%	-8%	20	?
14	-3%	-14%	-12	-28%
15	12%	-6%	-18	2%
16	2%	-1%	-17	15%
17	-3%	-8%	3	0%
18	4%	1%	16	4%
19	-7%	-10%	-3	-13%
20	-1%	6%	0	?
21	7%	-4%	-14	22%
22	1%	0%	1	14%
23	0%	-5%	15	23%
24	4%	0%	1	64%[activator]

# Random excerpt: 2 compounds from above, in no set order.
cpd	Structure	WRN helicase inh	GLP1R cytotox	DRD3 agonist	IL2 activator	PI5P4Ka inh
23	CCC(CC)C(=O)c1c[nH]c(C(=O)NCCOC)c1	3%	5%	10	-4.5	-10
20	O=C(Nc1ccc2ccccc2n1)c1ccccc1	6%	-5%	3	-2.2	1

cpd	GLP-1R agonist	PLK1 PBD inh	D3 antag	GLP-1R inv ag
23	0%	-5%	15	23%
20	-1%	6%	0	?

# New compounds follow
cpd	Structure	WRN helicase inh	GLP1R cytotox	DRD3 agonist	IL2 activator	PI5P4Ka inh
25	CC(C)(C)N1C(=O)[C@H]2[C@@H](c3ccc(Br)cc3)N3C(=O)N(c4ccc(Br)cc4)C(=O)[C@@]3(Cc3ccccc3)[C@H]2C1=O	0%	-5%	-27	0.6	-2
26	CCCCNS(=O)(=O)c1ccc2c(c1)oc(=O)n2CC(=O)OCC	-10%	-12%	1	2.7	-1
27	Cn1c(COc2ccc(Cl)cc2)nnc1SCC(=O)Nc1ccc2c(c1)CCC2	-19%	8%	5	0.7	12
28	CC1CCN(C(=O)COc2ccc(S(=O)(=O)N3CCOCC3)cc2)CC1	2%	5%	1	-0.4	8
29	O=C(Cn1nnc(-c2ccc(Cl)cc2)n1)NCC1CCCCC1	0%	-19%	14	-1.7	.
30	Cc1ccc([N+](=O)[O-])cc1Nc1nc(N2CCCC2)nc(N2CCCC2)n1	-19%	-1%	4	0.7	3
31	O=C(NCCCCl)C1CC(=O)N(CCc2ccc(F)cc2)C1 (stereo not given)	-2%	-4%	17	-3.2	1
32	CCOC(=O)C1(Cc2cccc(F)c2)CCN(C(=O)C2CCOCC2)CC1	0%	10%	9	-1.4	0
33	c1ccc(CNC2CC3CCC2C3)cc1 (stereo not given)	1%	-11%	14	-0.9	-4
34	COc1ccc2nc(SCc3ccccc3C)nc(C)c2c1	-1%	41%[activator]	-2	11	4
35	O=C(/C=C/c1ccccc1)Nc1ccc2c(c1)C(=O)NC2=O	-3%	-5%	5	-4.6	7
36	CC1=C(C)/C(=N/OC(=O)c2cccc([N+](=O)[O-])c2)C=CC1=O	-2%	?	-6	1.4	.

cpd	GLP-1R agonist	PLK1 PBD inh	D3 antag	GLP-1R inv ag
25	-6%	-11%	-4	11µM*
26	-7%	-5%	-19	-9%
27	12%	-3%	-11	-14%
28	-7%	-6%	-14	11%
29	12%	1%	12	-6%
30	3%	19µM*	0	-1%
31	5%	-12%	5	19%
32	1%	-2%	0	0%
33	12%	-4%	7	2%
34	2%	-11%	?	29%
35	-5%	4%	18	16%
36	1%	4.2µM*	-23	-16%

# (cont.)
cpd	Structure	WRN helicase inh	GLP1R cytotox	DRD3 agonist	IL2 activator	PI5P4Ka inh
37	COc1ccc(-c2nn(C)c(=O)c3ccccc23)cc1NC(=O)Cn1nc(-c2ccccc2)c2ccccc2c1=O	-4%	-2%	-5	0.7	.
38	O=C(NC1CCCC1)C(c1ccncc1)N(C(=O)c1csnn1)c1ccc(Cl)cc1 (stereo not given)	-2%	-2%	12	1.4	6
39	CCOC(=O)C1=C(COC(=O)COc2ccccc2C=O)NC(=O)NC1C (stereo not given)	-25%	9%	-2	0.2	-15
40	COC(=O)[C@H](CC(C)C)NS(=O)(=O)N[C@@H](CC(C)C)C(=O)OC	4%	13%	-1	-2.5	10
41	CC(=O)Nc1ccc(/C=C/c2nc3ccccc3o2)cc1	-7%	-15%	-11	-2.7	1
42	CC1(C)CCN(Cc2ccccc2)C1CC#N (stereo not given)	-5%	19%	-13	-1.7	-4
43	O=C(Nc1ccc(N=Nc2ccccc2)cc1)c1ccccc1Cl	-13%	-15%	-5	1.3	21
44	COc1ccc(N(CC(=O)NC2CCCC2)C(=O)c2ccc(C)s2)cc1OC	4%	-5%	12	1.4	-4
45	Cc1ccccc1OCCC(=O)OCC(=O)NC1CCCC1	2%	-10%	8	3.5	3
46	O=[N+]([O-])c1ccc(Cl)c(/C=N/NC(=S)Nc2ccccc2)c1	6%	-20%	0	-3.6	.
47	CNC(=O)OCc1nc(SC2CCCCO2)n(C)c1COC(=O)NC (stereo not given)	4%[57.1 µM]	-2%	1	-0.1	6
48	O=C(NCc1ccccc1)c1ccc2c(=O)[nH]c3c(C(=O)NCC4CCCO4)sc(=S)n3c2c1 (stereo not given)	?	-5%	-2	-0.1	-17
49	CCc1cccc(N2C(=O)CSC23C(=O)Nc2ccccc23)c1 (stereo not given)	.	-7%	7	.	.
50	CCCCCCCCCC(=O)N1c2ccccc2NC(=O)C1CC(=O)Nc1ccc(C(=O)O)cc1 (stereo not given)	-4%	?	14	-1.2	-1
51	CCOc1ccc(Oc2nc(C)cc(OC)n2)nn1	-12%	-2%	-6	-4.1	-1

cpd	GLP-1R agonist	PLK1 PBD inh	D3 antag	GLP-1R inv ag
37	10%	6%&0%	-7	34%[activator]
38	0%	-7%	-12	4%
39	-2%	-17%	-9	1%
40	0%	-6%	32	-12%
41	-1%	-2%	-19	?
42	10%	-12%	?	3%
43	-3%	-1%	-11	-18%
44	7%	-3%	6	7%
45	6%	-5%	-3	?
46	-4%	1%	10	-5%
47	-8%	-14%	-21	18%
48	2%	?	0	-14%
49	7%	.	.	-9%
50	3%	?	0	-2%
51	-1%	0%	-12	2%

# Entries of single compounds, looked up by structure.
# Listed for `CCCCCCCCCC(=O)N1c2ccccc2NC(=O)C1CC(=O)Nc1ccc(C(=O)O)cc1` (stereo not given) = WRN helicase inh = -4%; GLP1R cytotox = ?; DRD3 agonist = 14; IL2 activator = -1.2; PI5P4Ka inh = -1; GLP-1R agonist = 3%; PLK1 PBD inh = ?; D3 antag = 0; GLP-1R inv ag = -2%
# Listed for `CC(=O)Nc1ccc(/C=C/c2nc3ccccc3o2)cc1` = WRN helicase inh = -7%; GLP1R cytotox = -15%; DRD3 agonist = -11; IL2 activator = -2.7; PI5P4Ka inh = 1; GLP-1R agonist = -1%; PLK1 PBD inh = -2%; D3 antag = -19; GLP-1R inv ag = ?
